Epigenetic derep = derepresses silenced GFP reporter in murine cells; murine LDR cells, GFP reporter derepression, 30 h; Potency, µM (titrated, usually from 53.9 µM), for inactives: top-dose GFP activation, usual class: activators; actives 0.2% (n = 280,000); AID 1865; further: % of control where 0% means no effect; nearly all actives have a fitted effect of over 60% in size
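Murine LDR cells carrying a silenced, genomically integrated CMV-driven GFP reporter were exposed to compound for 30 hours at 37 C. After PBS washes, GFP-positive cells (20–120 um objects) were counted by laser-scanning microplate cytometry.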
RECQ1 inh = inhibitors of human RECQ1 DNA helicase | actives 0.54% (n = 240,000) | AID 2549 | Potency, µM (titrated, usually from 57.3 µM), without a hit: at the highest dose activity, negative = inhibition, hits mostly inhibitors | RECQ1 DNA unwinding, red fluorescence kinetic read;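 further: plate controls were vehicle for no effect and no enzyme for full effect; nearly all actives have a fitted effect of over 30% in size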
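RECQ1T1 50 nM; forked duplex (20 bp + 30-nt ss tails) 200 nM, ATP 2 mM final; pH 8.0, 2 mM MgCl2, 2.5 ug/ml poly(dI-dC); 15 min compound preincubation; discontinuous kinetic read over 2 h at RT.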
JMJD2E inh = blocks human JMJD2E demethylase activity; actives 1.6% (n = 230,000); B2RXH2; JMJD2E catalytic domain, FDH-coupled NADH fluorescence (FDH is formaldehyde dehydrogenase); Potency, µM (series often up to 57.1 µM), for the others: at the top dose activity change, negative = inhibition, usual class: inhibitors; active means well fitted inhibition curve with a large enough effect, not every such curve was filed as active; inconclusive means small, poorly fitted or top-dose-only effect, or another doubt; inactive means no such curve, though single readings can be large or run the other way;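 further: 0% = wells with enzyme and -100% = buffer wells without enzyme; nearly all actives have a fitted effect of over 50% in size; many of its hits are not listed in these tables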
Target sequence (B2RXH2 1-337 limits assumed): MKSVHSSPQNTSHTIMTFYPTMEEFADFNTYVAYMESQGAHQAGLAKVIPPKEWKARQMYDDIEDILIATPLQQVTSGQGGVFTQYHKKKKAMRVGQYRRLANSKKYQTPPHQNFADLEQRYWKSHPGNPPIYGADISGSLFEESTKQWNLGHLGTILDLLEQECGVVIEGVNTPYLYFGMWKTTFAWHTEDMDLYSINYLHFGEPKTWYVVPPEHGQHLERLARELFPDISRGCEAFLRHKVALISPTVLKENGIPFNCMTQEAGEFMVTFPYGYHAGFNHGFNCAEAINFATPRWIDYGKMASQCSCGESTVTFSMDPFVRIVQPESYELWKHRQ
NPSR antagonist = neuropeptide S receptor (human) antagonism, cAMP; CHO-NPSR cells, cAMP TR-FRET, antagonist mode; Q6W5P4; AID 1461; Potency, µM (doses to about 38.3 µM), for inactives: at the top dose activity change, negative = inhibition, actives largely listed as inhibitors; actives 1% (n = 220,000); further: on the % scale 0 is the no-effect control and ±100 the full control effect; nearly all actives have a fitted effect of over 50% in size; many of its hits are not listed in these tables
Target sequence (Q6W5P4 whole entry, looked up): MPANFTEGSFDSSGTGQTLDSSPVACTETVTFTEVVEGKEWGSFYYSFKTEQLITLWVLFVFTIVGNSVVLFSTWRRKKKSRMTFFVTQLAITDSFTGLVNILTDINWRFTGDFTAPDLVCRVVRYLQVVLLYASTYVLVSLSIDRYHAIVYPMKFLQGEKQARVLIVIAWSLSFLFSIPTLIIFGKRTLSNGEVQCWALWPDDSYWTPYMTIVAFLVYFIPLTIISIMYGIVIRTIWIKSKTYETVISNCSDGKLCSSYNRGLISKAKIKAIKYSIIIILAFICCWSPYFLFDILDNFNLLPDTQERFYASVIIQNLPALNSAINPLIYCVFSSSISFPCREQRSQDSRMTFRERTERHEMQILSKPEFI
SMN2 splice up = SMN2 splice variant enhancement | HEK293 SMN2-luciferase splicing reporter, luminescence, 30-36 h | Potency, µM (titrated, usually from 46.1 µM), for the others: at the highest dose activity change, positive = activation, hits mostly activators | actives 2.8% (n = 210,000); further: % of control where 0% means no effect; nearly all actives have a fitted effect of over 55% in size
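HEK293 cells carry an SMN2 minigene-luciferase reporter in which exon 7 inclusion puts luciferase in frame. Cells were seeded at 2000 cells/well, attached for 10-12 hours, then exposed to compounds for 30-36 hours at 37C before ONE-Glo luminescence.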
Luc counter = Kinase-Glo luciferase inhibition (counter-screen); Potency, µM (series often up to 38.3 µM), for the others: at the highest dose activity change, negative = inhibition, most hits filed as inhibitors; Kinase-Glo luciferase, ATP luminescence, 8 min; Q27757; actives 0.28% (n = 200,000); further: on the % scale 0 is the no-effect control and ±100 the full control effect; nearly all actives have a fitted effect of over 60% in size
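Kinase-Glo luciferase light output from ATP and luciferin was measured with 10 uM ATP, within the enzyme's linear range. Buffer: 50 mM imidazole pH 7.2, 50 mM KCl, 7 mM MgCl2, 0.01% Tween 20, 0.05% BSA; luminescence read after 8 min at ambient temperature.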
GoLoco inh red = blocks human Gai1 binding to RGS12 GoLoco peptide, red readout; actives 0.44% (n = 230,000); Potency, µM (top dose mostly 61.6 µM), without a hit: top-dose activity, negative = inhibition, hits mostly inhibitors; Gai1:RGS12 GoLoco peptide FP, rhodamine, 10 min; AID 880; active means well fitted inhibition curve with a large enough effect, not every such curve was filed as active; inactive means no such curve, though single readings can be large or run the other way; further: on the % scale 0 is the no-effect control and ±100 the full control effect; nearly all actives have a fitted effect of over 30% in size; many of its hits are not listed in these tables
Target sequence (P63096 whole entry, looked up): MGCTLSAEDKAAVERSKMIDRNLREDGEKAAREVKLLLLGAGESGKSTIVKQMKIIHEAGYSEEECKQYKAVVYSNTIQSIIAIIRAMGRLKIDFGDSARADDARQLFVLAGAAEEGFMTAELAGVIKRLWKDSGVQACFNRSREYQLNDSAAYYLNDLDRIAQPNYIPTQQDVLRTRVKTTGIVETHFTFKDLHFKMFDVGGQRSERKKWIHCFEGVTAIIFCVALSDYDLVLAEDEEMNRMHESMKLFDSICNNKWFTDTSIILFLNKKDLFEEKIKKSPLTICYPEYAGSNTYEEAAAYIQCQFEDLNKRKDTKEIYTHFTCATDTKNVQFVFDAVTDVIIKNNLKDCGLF
IMPase Li cell = IMPase inhibition in cells with lithium potentiation; AID 1457; Potency, µM (titrated, usually from 59.4 µM), for inactives: at the highest dose activity, negative = IMPase inhibition, hits mostly inhibitors; CHO-M1 cells, IP1 TR-FRET (IP-One), carbachol + lithium; actives 0.35% (n = 210,000);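 further: IP1 builds up when IMPase is blocked and the TR-FRET signal falls; plate controls were basal vehicle for no effect and high inhibitor control for full effect; nearly all actives have a fitted effect of over 50% in size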
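Test compounds were applied to CHO-M1 cells previously cultured for 16–30 h at 2000 per well. A small lithium amount accompanied them; after 30 min at 37C, IP1 was quantified by TR-FRET.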
* hit, by the source's call; i = inactive; ? = inconclusive; · = no result given; [ ] = another dose, or the depositor's remark. Unless noted, the call rests on the fitted dose curve; in most records, active means well fitted curve in the direction sought with a large enough effect; inconclusive means small, poorly fitted or top-dose-only effect, or another doubt; inactive means no such curve, though single readings can be large; an effect the other way counts as inactive or inconclusive. Potency means the concentration at half of the fitted maximal effect.

compound	Epigenetic derep	RECQ1 inh	JMJD2E inh	NPSR antagonist	SMN2 splice up	Luc counter	GoLoco inh red	IMPase Li cell
Cc1cc(C)n2nc(SCc3cc(=O)oc4ccc5ccccc5c34)nc2n1	-1.2%	-2%	?	-28%[46.1 µM]	7%	-3%	0%	-1%[38.3 µM]
Cc1onc(-c2c(F)cccc2Cl)c1C(=O)N1C=CC(C(F)(F)F)=NCC1	0.4%	-3%	1%	-12%[46.1 µM]	-11%	1%	2%	-8%[38.3 µM]
COC(=O)CSc1nc2nc(C)cc(C)n2n1	-1.6%	?	-7%	-14%[46.1 µM]	-1%	7%	-1%	27%[38.3 µM]
C=CCNc1oc(/C=C/c2ccccc2)nc1C#N	0.0%	-14%	?	-12%[46.1 µM]	11µM*	-1%	-7%	-15%[38.3 µM]
CCOC(=O)Cc1csc(NC(=O)c2sc3nc4ccc(C)cc4cc3c2N)n1	0.0%	?	2%	-8%[46.1 µM]	13%	-2%	12%	-6%[38.3 µM]
CC(C)NC(=O)CC1OC(=O)c2ccccc21 (stereo unspecified)	-4.1%	-1%	-4%	-7%[46.1 µM]	8%	0%	6%	23%[38.3 µM]
CC(C)(C)NC(=O)COC(=O)c1cc(S(=O)(=O)N2CCCCC2)ccc1N1CCOCC1	-1.5%	i	-3%	-12%[46.1 µM]	-3%	-3%	-3%	24%[38.3 µM]
Cc1cc(C)nc(SCC(=O)n2c3c(c4ccccc42)CCCC3)n1	1.0%	i	2%	3%	?	2%	2%	6%
Cc1cc(C(C)c2ccccc2)c(O)c(CN2CCOCC2)c1C (stereo unspecified)	0.0%	-11%	10%	?	-2%	4%	0%	39%[activator][38.3 µM]
CC(C)(C)NC(=O)NC(=O)CSc1ncn[nH]1	3.3%	0%	-4%	15%	18%	-4%	-5%	2%
COc1ccc(CNC(=O)c2ccc(C)o2)cc1	0.0%	4%	7%	-2%[46.1 µM]	24%	-4%	10%	5%
C=CCOC(=O)/C(=C\c1ccccc1)NC(=O)c1ccc(C)cc1	-0.8%[10.1 µM]	i	-1%	-15%	-20%	1%	8%	6%
C/C(CCN1CCc2nc(-c3ccccc3)c(-c3ccccc3)cc2C1)=N\O[C@@H](C)c1cn([C@H](CO)Cc2ccccc2)nn1	0.0%[10.1 µM]	16%[11.5 µM]	-9%	-13%	-18%	-2%	12%	11%
c1ccc2c(c1)nnn2-c1ncnc2sc3c(c12)CCCC3	1.3%	-4%	13%	-26%[46.1 µM]	-6%	-3%	-14%	19%[38.3 µM]
O=C(O)c1ccc(C(=O)O)cc1	·	-3%	·	·	-7%	·	3%	-6%
Cc1ccc(-c2csc(NNC(=O)c3ccccc3)n2)cc1	1.0%	i	?	7%	6%	-5%	-2%	5%
c1ccc(COc2ccc(OCCCn3cncn3)cc2)cc1	2.1%	-2%	-3%	-4%[46.1 µM]	10µM*	0%	-1%	33%[38.3 µM]
COc1cccc(=O)c2c(C)n(-c3ccc(C(=O)O)cc3)c(C)c12	1.5%	?	?	-11%	·	-4%	96%[activator]	15%
CC(C)c1cc(-c2cc(-c3ccc(Cl)cc3)on2)nc(NCC2CC2)n1	0.0%	i	?	3%	·	·	10%	·
COc1ccc2c(c1)c(C(C)=O)c(C)n2C	2.0%	-6%	-18%	8%	·	·	6%	·
O=C(COc1cccc2cccnc12)N1CCc2ccccc2C1	-1.0%	-5%	?	-1%[46.1 µM]	13%	-7%	-6%	32%[38.3 µM]
COc1ccc(-n2cc(-c3ccccc3)c3c(NCCCN4CCOCC4)ncnc32)cc1	-3.3%	4%	-26%	-15%	-70%[inhibitor]	0%	12%	9%
O=C(Nc1ncc(Cc2ccccc2)s1)C1CCCO1 (stereo unspecified)	0.0%	-2%	0%	3%	5µM*	-3%	-7%	-1%
N#Cc1ccc(NC(=O)COC(=O)CSc2nnc(-c3ccc(Cl)cc3)o2)cc1	-1.0%	?	11%	13%	-1%	0%	2%	0%
COc1ccc(/C(N)=N/OC(=O)c2ccc(OC)c([N+](=O)[O-])c2)cc1OC	-1.6%	-3%	-8%	-16%	·	7%	6%	-2%
COc1cc(OC)c2c(-c3cccc(-c4ccc(O)cc4)c3)cc(=O)oc2c1	0.7%	-5%[81.1 µM]	·	·	·	2%[39.9 µM]	9%[88.7 µM]	14%
COc1ccccc1-n1c(SCC(=O)NC2CCS(=O)(=O)C2)nc2cc([N+](=O)[O-])ccc21 (stereo unspecified)	-1.0%	-7%	-3%	1%	14%	1%	4%	2%
Cc1ccc(N(C(=O)c2csnn2)C(C(=O)NC(C)(C)C)c2cccnc2)cc1C (stereo unspecified)	-0.1%	24%	-2%	-12%	4%	-1%	0%	5%
Cc1ccc(CNC(=O)CSc2ccc(-c3cccs3)nn2)cc1	2.3%	0%	?	-19%	3%	0%	2%	-14%
O=C(O)c1cccc(OCc2ccccc2Cl)c1	-2.7%	-2%	4%	-12%[46.1 µM]	·	2%	6%	-14%[38.3 µM]
CCOC(CNC(=O)CCc1c(C)nc2ncnn2c1C)OCC	-1.0%	i	2%	-2%[46.1 µM]	12%	-4%	-5%	12%[38.3 µM]
COC(=O)COc1ccc(C)cc1-n1nc2ccccc2n1	1.0%	-2%	?	10%	·	0%	4%	-6%
Cc1ccccc1-n1c(SCC(=O)c2cc(C)n(C)c2C)nnc1-c1ccncc1	-2.4%	-15%	-7%	-15%[46.1 µM]	-24%	0%	5%	6%[38.3 µM]
O=C(CN1C(=O)NC2NC(=O)NC21)N/N=C/c1ccccc1O (stereo unspecified)	-1.5%	i	?	6%	-1%	-3%	6%	-1%
COc1ccccc1CN1C[C@@H]2C[C@@H](c3cccc(C)n3)N3CCC[C@@]23C1=O	0.0%	-1%	?	-13%	·	-4%	30%[activator]	16%
COc1cccc(CNC(=O)c2ccc(NC(=O)C3CCCO3)cc2)c1 (stereo unspecified)	0.0%	-26%	5%	-4%[46.1 µM]	17%	0%	-5%	18%[38.3 µM]
COc1ccc(/C=C(/CC(=O)NCc2ccc(Cl)cc2)c2nc3ccccc3s2)cc1	-1.6%	i	·	-25%	-13%	3%	17%	13%
N#Cc1ccc(CO/N=C/c2ccccc2)cc1	2.6%	i	3%	-6%	?	-3%	0%	-2%
O=[N+]([O-])c1cccc2c(N3CCCC3)ccnc12	1.1%	i	-8%	9%	-71%[inhibitor]	0%	-5%	13%
CCOC(=O)CCn1cc(F)c(=O)[nH]c1=O	-1.1%	-5%	0%	1%	·	-6%	6%	2%

Some of the entries so far, with values under each structure:
Order of results: Epigenetic derep, RECQ1 inh, JMJD2E inh, NPSR antagonist, SMN2 splice up, Luc counter, GoLoco inh red, IMPase Li cell
N#Cc1ccc(CO/N=C/c2ccccc2)cc1
    2.6%, i, 3%, -6%, ?, -3%, 0%, -2%
CCOC(=O)CCn1cc(F)c(=O)[nH]c1=O
    -1.1%, -5%, 0%, 1%, ·, -6%, 6%, 2%

Following part:
compound	Epigenetic derep	RECQ1 inh	JMJD2E inh	NPSR antagonist	SMN2 splice up	Luc counter	GoLoco inh red	IMPase Li cell
N#Cc1c(C#N)c(-c2ccccc2)n(-c2ccccc2)c1N	-0.1%	i	?	-9%[46.1 µM]	-30%[inhibitor]	0%	9%	-14%[38.3 µM]
O=c1[nH]c2c(s1)C=Nc1ccccc1N2	-1.6%	i	-8%	7%[7.67 µM]	14%	0%	2%	24%[38.3 µM]
Cc1noc(NS(=O)(=O)c2ccc(NC(=O)CSc3nc4ccccc4s3)cc2)c1C	-1.8%	-19%	?	-9%[46.1 µM]	3%	1%	-4%	13%[38.3 µM]
Cc1ccccc1OCc1nc2c3c(ncn2n1)-c1ccccc1CC31CCCC1	3.0%	9%	?	-6%	-32%[inhibitor]	-2%	7%	7%
O=C(NCCOc1cccc(Oc2ccccc2)c1)c1cc(-n2cnnc2)ccc1Cl	-0.9%	-1%	6%	10%[46.1 µM]	-12%	1%	5%	2%
CCC(C)(C)n1nnnc1C(c1cc2ccc(C)cc2[nH]c1=O)N(Cc1cccnc1)Cc1ccco1 (stereo unspecified)	0.0%	-3%	?	-13%[46.1 µM]	-30%[inhibitor]	2%	11%	13%
CCCC1NC(=O)NC(C)=C1C(=O)OCC (stereo unspecified)	15%	-1%	7%	-13%[46.1 µM]	?	-5%	6%	29%[38.3 µM]
Cc1ccc(/C=N/NC(=O)c2cc(C)oc2C)o1	-1.1%	-20%	-4%	-19%[46.1 µM]	-5%	-5%	0%	2%
COc1ccc(/C=N/NC(=O)CN(C)S(=O)(=O)c2ccc(NC(C)=O)cc2)cc1	-4.2%	-2%	5%	0%	·	0%	-2%	11%
CN1C(=O)C(c2nnc(Nc3cccc4ccccc34)s2)C2CC1(C)Oc1ccccc12 (stereo unspecified)	1.8%	i	-1%	-21%	-9%	1%	4%	8%
O=C(NCCc1ccccc1)C1CCC(Cn2c(=O)c3ccccc3n(Cc3cccnc3)c2=O)CC1 (stereo unspecified)	0.0%	-17%	?	-3%	-15%	4%	13%	4%
COC(=O)[C@@]1(Cc2ccc(F)cc2)[C@H]2c3cc(C(=O)N4CCCC4)n(Cc4ccc(S(C)(=O)=O)cc4)c3C[C@H]2CN1C(=O)c1ccccc1	0.6%	-4%	-9%	·	-19%	-4%	5%	1%
CCOC(=O)Cn1c(=O)oc2cc(S(=O)(=O)NCCc3ccc(C)cc3)ccc21	-0.8%	?	2%	-16%[46.1 µM]	16%	3%	-2%	28%[38.3 µM]
CN1C(=O)/C(=C\c2cc(N=Nc3ccccc3)ccc2O)SC1=S	-1.2%	-6%	-5%	?	-35%[inhibitor]	?	225%[activator]	23%[38.3 µM]
CCc1nnc(NC(=O)c2ccc(S(=O)(=O)N(CC)CC)cc2)s1	-2.1%	2%	1%	3%[46.1 µM]	-3%	2%	0%	2%
CCOc1ccccc1NC(=O)C(OC(=O)c1ccccc1)c1ccccc1 (stereo unspecified)	0.0%	3%	-3%	-15%[46.1 µM]	5%	0%	0%	26%

High-throughput results from PubChem BioAssay.

Some of the compounds tested; the hit share may differ from the screen's.
